BRCA1 expr act: activators of BRCA1 expression; MCF7-BRCA1-FFLuc reporter, luminescence, 48 h; response scale: scaled: vehicle 0%, 10 µM genistein 100%; Potency, µM (highest dose often 46.1 µM), without a hit: at the highest dose activation, hits mostly activators; 380,000 tested, 1.1% active; AID 624202; active means well fitted activation curve with a large enough effect; further: nearly all actives have a fitted effect of over 80% in size; some results filed as inactive show a strong effect at the top dose
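MCF7 cells carrying a BRCA1-firefly luciferase reporter (2000 cells/well, phenol-red free MEM) were attached for 2 h at 37 °C, then given compounds for 48 h. Luminescence was read 15 min after luciferase reagent; activity normalized to genistein (10 microM) and DMSO.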
The depositor's hits bear a star; & = joins results of further samples. Potency means the concentration at half of the fitted maximal effect. Only part of the results is shown; rates above refer to the full screens.

SMILES	BRCA1 expr act
CCOc1cccc(-c2cc(N3CCN(CCO)CC3)n3nccc3n2)c1	-5%
COc1cccc(CNc2nc(Cl)nc3nc[nH]c23)c1	-7%&-8%
CCc1nc2ccc(C(=O)N(C)Cc3ccco3)cn2c1N(C)CCCc1ccccc1	-20%
COCCNc1nc(NCc2cc(-c3ccc(OC)cc3)no2)c2sccc2n1	-29%
O=C(Cn1cc(S(=O)(=O)N2CCN(c3ccccc3F)CC2)c2ccccc2c1=O)Nc1cccc(C(F)(F)F)c1	-34%
Cc1ccccc1S(=O)(=O)NC(=O)C1(C)CCN1C(=O)CCc1cccs1 (stereo not given)	1%
O=S(=O)(c1ccccc1)n1nc(-c2ccc(Cl)cc2)nc1NCc1ccc(F)cc1	2%
CCn1c(CNC(=O)c2ccc(OC)cc2)nnc1SCC(=O)Nc1ccc(C)cc1	-16%
CCC(=O)N1CCC1(C)C(=O)Nc1ncc(C)s1 (stereo not given)	25%
Cc1cccc(N2CCN(C(=O)CN3C(=O)COc4ccc(S(=O)(=O)N5CCOCC5)cc43)CC2)c1C	7%
Cc1ccc(C)c(Cn2c(=O)n(Cc3ccccc3)c(=O)c3sc4ccccc4c32)c1	9%
NS(=O)(=O)c1ccc(NC(=O)CCn2c(=O)oc3ccccc32)cc1	11%
O=C(Cn1c(=O)n(-c2ccc(Cl)cc2)c(=O)c2c3c(sc21)CCCCC3)Nc1cccc(Cl)c1	7%
CC(C)c1ccc(C(=O)N2CCCC(c3cc(C(=O)Nc4ccc5c(c4)OCO5)no3)C2)cc1 (stereo not given)	2%
Cc1cccc(NC(=O)CSc2nc(=O)n(Cc3cccnc3)c3c2CCC3)c1	-5%
COc1ccc2c(c1)CO[C@]21O[C@H](CCO)C[C@H](O)[C@H]1O	8%
COc1cc(OC)cc(C2=Cc3ccc(OC)cc3C(CC(C)=O)N2c2ccc(C#CC3(N)CCCCC3)cc2)c1 (stereo not given)	-74%
COc1ccccc1C(=O)n1nc(-c2ccccc2)nc1NCc1ccc(Cl)cc1	9%
COc1cc(-c2noc(-c3ccc(N4CCCCC4)c([N+](=O)[O-])c3)n2)cc(OC)c1OC	8%
Cc1ccc(C)c(Cn2c(SCC(=O)NCc3ccccc3)nc3ccccc32)c1	2%
CC(=O)Nc1cc(-c2ccc(CO)cc2)cn2c(-c3ccc(F)c(Cl)c3)cnc12	-21%
CCOc1ccccc1NC(=O)c1ccc2c(c1)CCN2S(C)(=O)=O	13%
CC(=O)Nc1ccc(CNc2nc3cc(-c4ccsc4)sc3c(=O)n2C)cc1	-5%
CN1CCN(c2ccc(CNC(=O)C3Cc4c(-c5ccc(Cl)cc5)ccnc4O3)cc2)CC1 (stereo not given)	-25%
COc1ccc(-c2cc(CNc3nc(NC(C)C)nc4cc(-c5ccccc5)sc34)on2)cc1	-73%
COc1ccc(CNC(=O)c2ccc(CNS(=O)(=O)c3ccc(OC)cc3)cc2)cc1	-28%
CC1CCC(NC(=O)c2ccc3c(c2)N(Cc2ccccc2F)C(=O)c2ccccc2S3=O)CC1 (stereo not given)	3%
Cc1ccccc1-c1cc2nc(NCc3ccc(N(C)C)cc3)n(C)c(=O)c2s1	-12%
CCCNC(=O)C1(C)CCCN(C(=O)c2ccc(F)cc2Cl)C1 (stereo not given)	1%
O=C(CCCCn1c(=O)c2ccccc2n(Cc2ccccc2F)c1=O)NCc1ccccc1Cl	8%
O=S(=O)(c1ccc2c(c1)OCO2)N1CCN(c2nc(-c3cccs3)nc3ccccc23)CC1	32%
CCCNC(=O)C1(C)CCCN(C(=O)c2cccc(OC(C)=O)c2C)C1 (stereo not given)	32%
C[C@H]1COc2cccc(N3CCSCC3)c2S(=O)(=O)N1	-4%
CC(C)[C@H]1c2ccc(F)cc2CC[C@@]1(CCN(C)CCCc1nc2ccccc2[nH]1)OC(=O)C1CC1	-44%
Cc1ccc(CCNC(=O)c2c(C)nn(-c3ccc(F)cc3)c2-n2cccc2)cc1	-51%
O=C(Nc1nnc([C@@H]2C[C@H](O)[C@@H](CO)O2)s1)Nc1cccc2ccccc12	24%
COc1ccc(C(O)c2ncc(-c3ccccc3F)[nH]2)cc1 (stereo not given)	21%
Cc1ccccc1C(=O)Nc1cccc(OCc2cc(=O)n3c4c(sc3n2)CCCC4)c1	45%
COc1cccc(-c2oc3c(c2C(=O)OCCN2CCCCC2)C(O)CCC3)c1 (stereo not given)	-20%
NC(COCc1ccccc1)c1csc(Nc2ncccn2)n1 (stereo not given)	13%
CCN(CC)c1cc(C)c(/C=C/c2ccnc3ccccc23)cc1C	-9%
Cc1cc(NC(=O)c2ccc3c(c2)OCCO3)cc(-c2nc3ccccc3o2)c1O	8%
COCCNC(=O)C1(C)CCCN(Cc2ccc3ccccc3c2Br)C1 (stereo not given)	-5%
COc1ccc(CC(=O)Nc2ccc3nc(Nc4ccc(OC)cc4)cc(C)c3c2)cc1	-61%
O=C1NC[C@H](Cc2ccccc2)N(C[C@@H]2CCCN2C[C@H](Cc2ccccc2)N2C[C@H](Cc3ccccc3)N(CCc3ccccc3)C(=O)C2=O)C1=O	-51%
Cc1cc(NC(=O)COc2ccccc2)cc(-c2nc3ccccc3o2)c1O	21%
COc1cccc(CN2CCC2(C)C(=O)Nc2ccc(C)c(O)c2)c1F (stereo not given)	-23%
COc1ccc(-c2cc(NC(C)=O)c3ncc(-c4cccc(C(C)=O)c4)n3c2)cc1OC	-22%
O=C(CN1C(=O)CCc2cc(S(=O)(=O)N3CCOCC3)ccc21)Nc1cccc(Cl)c1	-4%
CCOC(=O)C1(C)CCCN(C(=O)c2ccccc2OC(F)(F)F)C1 (stereo not given)	0%
O=C(NC(c1ccc(F)cc1)c1ccc2ccccc2n1)C1CCN(CCOc2ccc(F)cc2)CC1 (stereo not given)	-69%
O=C(C[n+]1ccccc1Cl)c1ccc(I)cc1	4%
COc1ccc(NS(=O)(=O)c2ccc3nc(-c4ccccc4)[nH]c3c2)cc1	-20%
O=C(NC1CC1)c1cccc(-c2cncc3nccn23)c1	5%
CCCCc1c(-c2ccccc2OC)ncn1CCc1ccccc1Cl	-56%
COc1ccc(OCC(=O)OCc2cc(=O)n3nc(C4CC4)sc3n2)cc1	0%
O=C(NCCc1ccccc1)c1ccc2c(c1)N(Cc1ccc(Cl)cc1)C(=O)CS2	-58%
CCc1nc2ccc(C(=O)NCc3ccc4c(c3)OCO4)cn2c1N(C)Cc1cccs1	-23%
CCCCOc1ccc(Cn2c(=O)oc3ccc(C)cc32)cc1	-6%
Fc1cc(F)c2ncc3c(-c4ccccc4)nn(-c4cccc(Cl)c4)c3c2c1	10%

Part of the list above, with bars between the fields:
SMILES | BRCA1 expr act
CCOc1cccc(-c2cc(N3CCN(CCO)CC3)n3nccc3n2)c1 | -5%
COc1cccc(CNc2nc(Cl)nc3nc[nH]c23)c1 | -7%&-8%
CCc1nc2ccc(C(=O)N(C)Cc3ccco3)cn2c1N(C)CCCc1ccccc1 | -20%
COCCNc1nc(NCc2cc(-c3ccc(OC)cc3)no2)c2sccc2n1 | -29%
O=C(Cn1cc(S(=O)(=O)N2CCN(c3ccccc3F)CC2)c2ccccc2c1=O)Nc1cccc(C(F)(F)F)c1 | -34%
Cc1ccccc1S(=O)(=O)NC(=O)C1(C)CCN1C(=O)CCc1cccs1 (stereo not given) | 1%
O=S(=O)(c1ccccc1)n1nc(-c2ccc(Cl)cc2)nc1NCc1ccc(F)cc1 | 2%
CCn1c(CNC(=O)c2ccc(OC)cc2)nnc1SCC(=O)Nc1ccc(C)cc1 | -16%
CCC(=O)N1CCC1(C)C(=O)Nc1ncc(C)s1 (stereo not given) | 25%
Cc1cccc(N2CCN(C(=O)CN3C(=O)COc4ccc(S(=O)(=O)N5CCOCC5)cc43)CC2)c1C | 7%
Cc1ccc(C)c(Cn2c(=O)n(Cc3ccccc3)c(=O)c3sc4ccccc4c32)c1 | 9%
NS(=O)(=O)c1ccc(NC(=O)CCn2c(=O)oc3ccccc32)cc1 | 11%
O=C(Cn1c(=O)n(-c2ccc(Cl)cc2)c(=O)c2c3c(sc21)CCCCC3)Nc1cccc(Cl)c1 | 7%
CC(C)c1ccc(C(=O)N2CCCC(c3cc(C(=O)Nc4ccc5c(c4)OCO5)no3)C2)cc1 (stereo not given) | 2%
Cc1cccc(NC(=O)CSc2nc(=O)n(Cc3cccnc3)c3c2CCC3)c1 | -5%

Further compounds follow.
SMILES	BRCA1 expr act
COCCNC(=O)C1(C)CCCN(C(=O)c2c(-c3ccccc3)noc2C)C1 (stereo not given)	2%
COc1cc(-c2cc(NC(C)=O)c3ncc(-c4ccc(C(C)=O)cc4)n3c2)cc(OC)c1OC	-46%
O=C(CN1C(=O)CC(c2ccco2)Sc2ccccc21)Nc1ccc(C(F)(F)F)cc1 (stereo not given)	-1%
O=C(NCc1cccnc1)c1cc(C2CCCN(C(=O)C3CCCCC3)C2)on1 (stereo not given)	11%
CCn1cc(C(=O)NCc2ccccc2Cl)c(=O)c2cc(S(=O)(=O)N3CCCCCC3)ccc21	30%
C=C[C@]1(C)C=C2C(=O)C[C@H]3C(C)(C)CCC[C@]3(C(=O)O)[C@@]2(O)CC1	6%
O=C(CCCn1c(=O)[nH]c2ccc(Br)cc2c1=O)N1CCN(c2cccc(Cl)c2)CC1	-10%
Clc1ccc(CN2CCC(CNc3ncnc4onc(-c5ccc(Cl)cc5)c34)CC2)cc1	-17%
CN(C)c1cccc(CNC(=O)c2ccc3sc([C@@H]4O[C@H](CO)[C@H](O)[C@H](O)[C@H]4O)nc3c2)c1	8%
CCNC(=O)C1(C)CCN(C(=O)c2ccccc2)C1 (stereo not given)	3%
Cc1noc(C)c1S(=O)(=O)NC(=O)C1(C)CCN1C(=O)Cc1ccc(-c2ccccc2)cc1 (stereo not given)	14%
Cc1ccc(CN2CC(N3CC=CC3)CS2(=O)=O)cc1 (stereo not given)	1%
CNC(=O)C1CCC(=O)N1Cc1c[nH]c2ccccc12 (stereo not given)	1%
CC(C)C[C@H]1CN(CCCC[C@@H]2CNC(=O)C(=O)N2CCc2ccccc2)C(=O)C(=O)N1CCc1ccccc1	-2%
CCCN(CCC)C(=O)CSc1c2c(nc3ccc(Cl)cc13)CCCC2	0%
O=S(=O)(c1ccc(Br)cc1)N1CCN(c2nc(-c3ccccc3)nc3ccccc23)CC1	3%
COc1ccncc1-c1csc(C(O)c2ccccc2)n1 (stereo not given)	18%
Cc1ccc2cccc(NC(=O)c3ccc(C#N)cc3F)c2n1	14%
O=C(Nc1ccc2nc(SCCOc3ccccc3)sc2c1)c1ccc2c(c1)OCO2	7%
CCOc1cccc(CC(=O)NCc2ccc3c(c2)CCN3C(=O)c2cccc(C)c2)c1OCC	-54%
CCCNC(=O)C1(C)CCCN(Cc2ccc3ccccc3c2)C1 (stereo not given)	5%
Cc1ccccc1OCC(=O)NCC(=O)OCC(=O)c1ccc(-c2ccccc2)cc1	0%
CC(=O)c1ccc(Nc2cc(C)nc3nc(Cc4ccc(Cl)cc4)nn23)cc1	12%
Nc1ccc(O)cc1	-67%
CCNC(=O)C1(C)CCN(Cc2ccccc2-c2ccccc2)C1 (stereo not given)	-1%
C[C@@H]1COc2cc(N3CCN(Cc4ccccc4F)CC3)ccc2S(=O)(=O)N1	7%
CCn1cc(C(=O)N2CCN(c3cc(Cl)ccc3C)CC2)c2cc(OC)c(OC)cc2c1=O	6%
N#Cc1ccc(-c2nc3ccc(Br)cn3c2Cc2cccc(F)c2)cc1	-4%
CN(C)c1ncnc2c1ncn2[C@H]1CN(Cc2ccccc2)C[C@@H](CO)O1	0%
COc1ccccc1NC(=O)N1CCN(Cc2nc3ccc(C)cc3o2)CC1	3%
Cc1nc2c(OCc3ccc(C(F)(F)F)cc3)cccn2c1N(C)C(=O)CCC1CCCC1	4%
CCOC(=O)CC(NC(=O)Cn1nnc(-c2ccc(C(F)(F)F)cc2)n1)c1ccc(C)cc1 (stereo not given)	10%
COc1ccc(-c2nc(N3CCN(S(=O)(=O)c4ccccc4)CC3)c3ccccc3n2)cc1	-8%
Cc1ccc(NC(=O)CN2C(=O)CSc3ccc(S(=O)(=O)N(C)C)cc32)c(C)c1	-19%
COc1cc(C)ccc1OCCSc1nc2ccc(NC(C)=O)cc2s1	0%
COCCNc1nc(NCCN2CCNC2=O)c2sccc2n1	-18%
CC1(C(=O)N2Cc3ccccc3C2)CCN1C(=O)C1(c2ccc(Cl)cc2)CC1 (stereo not given)	-26%
CS(=O)(=O)c1ccc(Nc2nc(C(N)Cc3ccccc3)cs2)cc1 (stereo not given)	-15%
O=C1NC(O)CCN1C1CC(O)C(CO)O1 (stereo not given)	0%
COc1ccc(CN2C[C@@H](CO)O[C@@H](n3cnc4c(N5CCN(C)CC5)ncnc43)C2)cc1	20%
CCCC(=O)N1CCC1(C)C(=O)NS(=O)(=O)c1cccc(F)c1 (stereo not given)	16%
CCOC(=O)c1c(C)[nH]c(C)c1S(=O)(=O)NCC(=O)Nc1cccc(SC)c1	-14%
COc1ccccc1N1CCN(c2cc(C)nc3nc(-c4ccc(C)cc4)nn23)CC1	-7%
Cc1ccc(NC(=O)C2(C)CCN2C(=O)c2ccccc2CCc2ccccc2)cc1C (stereo not given)	-45%
COc1ccccc1OCC(=O)NC1CC(=O)N(c2ccc3c(c2)OCCO3)C1 (stereo not given)	5%
Cc1ccc2oc3c(c(=O)c2c1)C(c1ccc(O)cc1)N(CCCN(C)C)C3=O (stereo not given)	0%
CCCc1ccc(C(O)c2ncc(-c3ccc(C)cc3)[nH]2)cc1 (stereo not given)	-7%
COc1cccc(CNC(=O)c2ccc3nc(CCc4ccccc4)oc3c2)c1OC	0%
CCOC(=O)N(C)c1c(CC)nc2c(OCc3ccc(F)c(F)c3)cccn12	-9%
Cc1ccc(CNC(=O)CCCCn2c(=O)c3ccccc3n(Cc3ccc(Cl)cc3)c2=O)cc1	-19%
CCOC(=O)[C@]12CCC=C1N(Cc1ccc(Cl)cc1Cl)C(=O)[C@H](CC(=O)N1CCCCC1)C2	-8%
COC(=O)c1ccccc1NC(=O)C1CCCN(C(=O)c2cnn(-c3ccc(F)cc3)c2-n2cccc2)C1 (stereo not given)	4%

Screening data deposited in PubChem by National Center for Advancing Translational Sciences (NCATS).
